DENV2 CPE: inhibitors of DENV2 cytopathic effect | DENV2-infected cells, cytopathic effect rescue, plate reader | CPE inhibition, % at 9.99 µM | 350,000 compounds, 1.7% hits | AID 651640; in the data active = CPE inhibition above about 20%, passing the limit was not always enough; inconclusive = no clear call, values can overlap the other calls; tested in BHK-21 cells;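 also: 0% = median of neutral control wells and 100% = median of positive control wells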
CASP6 VEID inh: inhibitors of human caspase-6; P55212; purified caspase-6, Z-VEID-R110 cleavage fluorescence; inhibition, % at 12.5 µM; 350,000 compounds, 0.53% hits;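 active = mean inhibition across replicates at least about 35%, with every replicate also reaching that limit, limit read from the data; inconclusive = only one of the two criteria met; inactive = neither criterion met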;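 also: 0% = median of neutral control wells and 100% = no fluorescence left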
Target sequence (P55212 24-179 limits assumed): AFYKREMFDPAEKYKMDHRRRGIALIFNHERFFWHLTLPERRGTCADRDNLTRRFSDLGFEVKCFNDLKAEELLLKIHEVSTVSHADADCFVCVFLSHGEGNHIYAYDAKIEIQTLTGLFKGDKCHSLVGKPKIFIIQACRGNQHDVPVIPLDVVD
Target sequence (P55212 194-293 limits assumed): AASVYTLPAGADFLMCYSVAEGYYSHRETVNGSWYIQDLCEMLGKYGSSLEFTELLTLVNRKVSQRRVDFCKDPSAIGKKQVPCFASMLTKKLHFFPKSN
Xi reactivation: activators of X-chromosome reactivation in mouse fibroblasts; activation, % at 7.58 µM; 360,000 compounds, 0.055% hits; XiGFP mouse fibroblasts, % GFP-positive cells imaging, 3 d; cells co-treated with 5-aza-dC sensitizer; scaled so ellipticine positive control = 100%;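 active = mean normalized replicate activation at least 10% and every replicate at or above 10%; inconclusive = only one of the two criteria met; inactive = mean below 10% and not all replicates reach 10%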;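 also: 0% = median of on-plate neutral control wells and 100% = ellipticine 6 µM median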
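Material: XiGFP fibroblasts, SV40-immortalized. Buffer or medium: DMEM plus 5-aza-dC sensitizer. Compound: single concentration per compound, delivered by pin transfer. Times: 3 days compound exposure. Controls: ellipticine 6 µM.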
F508del corr: CFTR F508del correction in bronchial cells. activity (quench increase), % at 7.58 µM. 350,000 compounds, 0.36% hits. AID 720511. CFBE cells, YFP halide quenching; stimulated with forskolin plus potentiator P3; % fluorescence drop versus neutral controls;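 active = mean added fluorescence quench of at least 8% versus neutral control, with both replicates also reaching 8%; inconclusive = only one of the mean or replicate conditions met; inactive = mean below 8% and not both replicates reaching 8%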;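 also: cells transiently co-express mutant CFTR-F508del with the halide-sensitive YFP; corrector assay measuring rescue of mutant channel to the surface after 24 h compound exposure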
E-selectin induc: induces E-selectin expression in human endothelial cells | P16581 | HUVEC E-selectin immunofluorescence imaging; normalized: neutral wells 0, TNF-alpha wells 100 | activation, % at 7.58 µM | 260,000 compounds, 0.37% hits | AID 686992;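 active = mean E-selectin-positive cell signal at least 10% of the positive control, reached in at least 60% of replicates, without over 20% cell loss; inconclusive = no rule given, readout overlaps actives, possibly toxicity-flagged; inactive = the rest, including those meeting only one limit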;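 also: in these data hits start at about 27%; measured in HUVEC primary endothelial cells; signal is the percent of cells scored E-selectin positive by PE staining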
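System: HUVEC / Compound: single concentration / Signal: immunofluorescence imaging / Read-out: percent E-selectin-positive cells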
RAD52 anneal inh: blocks human RAD52 DNA annealing; P43351; recombinant RAD52 DNA annealing, FRET fluorescence; inhibition, % at 18.7 µM; 360,000 compounds, 0.46% hits; AID 651710;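 active = every replicate showing at least 50% inhibition; inconclusive = mean inhibition at least 50% but not in every replicate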
Target sequence (P43351 whole entry, looked up): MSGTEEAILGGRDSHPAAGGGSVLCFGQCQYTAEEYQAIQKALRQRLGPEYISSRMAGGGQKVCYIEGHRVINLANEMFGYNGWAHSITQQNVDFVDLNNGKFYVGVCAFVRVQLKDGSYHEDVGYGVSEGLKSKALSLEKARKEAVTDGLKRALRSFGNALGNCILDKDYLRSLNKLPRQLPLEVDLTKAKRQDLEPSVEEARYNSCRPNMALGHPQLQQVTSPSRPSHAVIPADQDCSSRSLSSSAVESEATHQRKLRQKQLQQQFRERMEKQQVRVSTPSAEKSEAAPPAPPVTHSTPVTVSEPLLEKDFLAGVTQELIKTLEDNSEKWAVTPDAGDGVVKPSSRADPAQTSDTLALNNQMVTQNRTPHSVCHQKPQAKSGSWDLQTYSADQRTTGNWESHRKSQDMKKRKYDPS
INS-1E GSIS act: primary screen for activators of insulin secretion dependent on glucose, INS-1E cells, GLuc reporter luminescence. activation, % at 16.6 µM. 370,000 compounds, 0.61% hits. INS-1E GLuc reporter insulin secretion, 2-3 h;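 active = lowest replicate activation of at least 40%, so every replicate reaches that level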;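 also: 0% = median of neutral control wells and 100% = median of IBMX positive control wells; some compounds called inactive have numbers as strong as hits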
RAD54 branch: blocks human RAD54 Holliday junction branch migration; inhibition, % at 10.4 µM; AID 602329; Q92698; FAM/BHQ fluorescence; 360,000 compounds, 0.14% hits;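 active = mean normalized replicate activity at least 40 and at least half of replicates scoring 40 or more; inconclusive = only one of the two criteria met; inactive = mean below 40 and under half of replicates reaching 40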;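 also: 0% = median of neutral control wells and 100% = median of positive control wells; inhibitors cause a drop in the FAM fluorescence signal; in these data hits start at about 50%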
Starred values were filed as active, the others as inactive; i = inactive; ? = inconclusive; . = no result given; & = joins results of further samples.

SMILES	DENV2 CPE	CASP6 VEID inh	Xi reactivation	F508del corr	E-selectin induc	RAD52 anneal inh	INS-1E GSIS act	RAD54 branch
O=C(Nc1c(C(=O)Nc2ccccc2)cnn1-c1ccccc1)c1ccco1	9	-1	.	-0.6	.	-7	8	-3
Cc1cccc(N2CCN(C(=O)/C=C/c3ccco3)CC2)c1C	-6	13	-0.2	.	2.9	-31	.	.
Cc1noc(C)c1NC(=O)Nc1cccc2c1O[C@@H](CN(C)Cc1ccccc1)[C@H](C)CN([C@H](C)CO)C2=O	-6	0	-0.8	-0.9	-0.1	0	7	1
CC(C)C#Cc1cnc2c(c1)C(=O)N([C@@H](C)CO)C[C@@H](C)[C@@H](CN(C)C(=O)c1ccccc1F)O2	-2	1	-0.9	-2.8	-0.1	-8	-2	-3
COc1cccc(CN(C)C(=O)c2cccc(S(=O)(=O)N3CCN(c4ccccc4)CC3)c2)c1	-4	-3	0.1	1.9	-0.4	3	-22	-8
CCc1nc(Cl)c(C#N)c2c1CCCC2	2	-3	0.1	-6.3	0.1	-6	-1	-1
O=C(O)c1ccc(Cl)c(S(=O)(=O)Nc2ccc3cn[nH]c3c2)c1	0	37*	-0.1	-2.0	0.1	-7	22	.
CC1=C(C(=O)OCC2CCCO2)C(c2ccsc2)C2=C(CCCC2=O)N1 (centres undefined)	2	1	0.0	-3.0	.	-15	8	2
CCOc1cc2[nH]c(=S)n(Cc3ccc(C(=O)NCCN(CC)CC)cc3)c(=O)c2cc1OCC	4	-14	0.1	-3.3	-0.3	53*	16	45
CN(C)S(=O)(=O)c1cccc(-c2nn(-c3ccccc3)cc2/C=C2\SC(=S)NC2=O)c1	.	0	0.0	.	-1.1	-55	-69	.
O=C(CN(C(=O)c1csnn1)c1cccc2c1CCCC2)NCc1ccc(F)cc1	14	6	0.2	-2.6	-0.1	-9	-32	-1
O=C(CNc1ccc(Cl)c(C(F)(F)F)c1)N1CCN(S(=O)(=O)c2ccccc2)CC1	6	-3	0.0	-0.1	-0.5	-9	-25	-9
CC1CN(c2ccc(Cl)cc2[N+](=O)[O-])CCN1S(C)(=O)=O (centres undefined)	1	6	0.2	-1.3	.	-7	-11	.
Cc1ccc(S(=O)(=O)NC2CCCC2)cc1C(N)=O	-5	-2	0.1	-0.8	0.1	-4	13	-18
C=CCN1C(=O)CSC1=Nc1ccc(NC(C)=O)cc1	5	3	0.3	-0.1	.	-6	.	1
Cc1oc(-c2cccs2)nc1CN1CCC(CO)(CCOc2ccccc2)CC1	9	0	0.3	0.9	.	-20	-41	.
O=C(NC1CCCC1)N1CCCCN2[C@H](CO)[C@@H](c3ccc(-c4ccncc4)cc3)[C@H]2C1	-1	-1	0.0	2.9	0.3	12	14	-8
COc1ccc(NC(=O)N(C)C[C@H]2Oc3c(NC(=O)Nc4ccc(F)cc4)cccc3C(=O)N([C@@H](C)CO)C[C@H]2C)cc1	9	0	-0.3	-1.6	-0.1	-9	-15	-6
C[C@H](CO)N1C[C@H](C)[C@@H](CN(C)Cc2ccc(C(F)(F)F)cc2)Oc2c(NS(=O)(=O)c3ccccc3)cccc2C1=O	-10	3	2.2	2.0	2.2	19	-33	2
CCOC(=O)c1cnc2c(c(C3CC3)nn2C)c1N1CCOCC1	6	2	0.1	0.3	29*	-16	32	-3
O=C(C[C@H]1C=C[C@H](NS(=O)(=O)c2ccc(F)cc2)[C@H](CO)O1)NC1CCC1	20	-2	0.1	-0.9	-0.3	5	-9	2
Cc1ccc(N2C(=O)Nc3ccccc3C2(O)C(=O)NCCCOC(C)C)cc1C (centres undefined)	5	3	0.3	-0.6	.	2	3	-6
Cc1nc2nc(CC(=O)O)[nH]n2c(=O)c1[N+](=O)[O-]	8	-1	0.1	-3.2	-0.2	-8	19	.
CCCNC(=O)COc1coc(CN2CCN(c3ccccc3)CC2)cc1=O	-2	3	0.0	3.7	.	-13	17	-4
CCOC(=O)C(=O)N(Nc1ccc(C)cc1)c1ccc(C)cc1	4	1	0.6	0.2	6.6	-5	2	.

(list continues)
SMILES	DENV2 CPE	CASP6 VEID inh	Xi reactivation	F508del corr	E-selectin induc	RAD52 anneal inh	INS-1E GSIS act	RAD54 branch
O=C(C[C@@H]1CC[C@@H]2[C@H](COC[C@@H](O)CN2C(=O)c2cnccn2)O1)NCc1ccccc1	-5	-2	0.4	-1.5	-0.1	-1	5	-8
O=C(N[C@H]1CC[C@H](CCn2cc(-c3ccccn3)nn2)O[C@H]1CO)c1ccccc1	2	-1	-0.4	-1.4	-0.4	-8	6	-7
O=c1c2ccccc2c(/C=N/NS(=O)(=O)c2ccccc2)c(O)n1-c1ccccn1	15	6	0.0	2.3	.	i	-25	.
COc1ccc([C@H]2CC(=O)C[C@@H](CCn3ccnn3)O2)cc1	-1	3	0.1	-0.2	-5.8	18	9	.
CO[C@@H]1CC[C@H]2CCN(C)C(=O)C[C@H](c3ccccc3)CN(C)C(=O)c3cc(C#N)ccc3OC[C@H]1O2	0	-1	-0.1	.	0.1	10	-12	6
Cc1noc(C)c1NC(=O)NCC[C@@H]1CC[C@@H](NC(=O)Cc2cccnc2)[C@H](CO)O1	-7	0	0.6	-1.4	-0.6	14	15	-1
Cc1noc(C)c1NC(=O)N(C)C[C@H]1Oc2ccc(NC(=O)CCCCCC(=O)Nc3ccccc3N)cc2CC(=O)N([C@H](C)CO)C[C@H]1C	-2	-1	-0.3	-2.2	0.1	-3	-3	-2
CN(C(=O)Nc1ccccc1)C1CCCCC1	0	-2	0.1	-2.4	0.1	3	0	-5
CC(C)(C)[C@@H]1C=C(C(=O)NC2CC2)O[C@H](OCc2ccc(CO)cc2)C1	8&1	-1&-1	-0.2	-0.9&2.7	-0.2	-1&8	-12	-2
OC(CCc1ccncc1)c1ccccc1 (centres undefined)	9	-3	0.0	1.1	0.2	0	0	7
CCC(=O)N1C[C@H](C)[C@H](OC)CN(C)C(=O)c2cc(NC(=O)NC3CCCC3)ccc2OC[C@H]1C	4	1	0.1	-2.6	0.9	-15	-3	.
Cc1ccc(S(=O)(=O)Nc2cccc3c2O[C@H](CN(C)Cc2ccccc2)[C@@H](C)CN([C@@H](C)CO)C3=O)cc1	-9	1	-0.3	0.7	-0.2	-8	6	-9
CN(C)S(=O)(=O)c1ccc(S(=O)(=O)N2CCCC(C(=O)NC3CCCC3)C2)cc1 (centres undefined)	-6	2	0.0	-0.6	.	-15	20	-5
CCCCCN(C(=O)CCc1cn(CCCCC)c2ccccc12)c1ccc(Oc2cccnc2)cc1	91*	9	0.7	-1.4	-0.2	-32	-16	.
O=C(N/N=C/c1cccs1)C(=O)N1CCCC1	-5	2	0.0	-3.5	.	-21	13	.
CCC(C(=O)N1CCN(C(=O)c2ccco2)CC1)n1sc2ccccc2c1=O (centres undefined)	-10	3	2.9	-0.7	-0.1	-8	-16	-7
COc1ccc(C(=O)N2CCC(n3nccc3NC(=O)C3CCOC3)CC2)cc1 (centres undefined)	-2	-1	0.1	1.7	1.3	-5	0	0
O=C(CSc1ccncc1)Nc1ccc(S(=O)(=O)Nc2nccs2)cc1	8	20	0.0	2.8	0.7	-24	6	.
C[C@H]1CN([C@@H](C)CO)C(=O)c2cccc(NS(=O)(=O)c3cccs3)c2O[C@H]1CN(C)C(=O)Nc1ccccc1	.	.	-1.0	3.5	?	.	-2	.
CCOC(=O)C1(C)CCN1C(=O)c1cncc(Br)c1 (centres undefined)	4	0	0.0	-0.6	-0.2	5	3	10
C1CNC(C23CC4CC(CC(C4)C2)C3)=N1	-6	1	0.0	0.1	1.8	-10	-13	2
COc1ccccc1Nc1nc(-c2ccc3c(c2)NC(=O)CO3)cs1	-3	4	0.2	-4.9	0.7	-6	7	6
O=C(Nc1cccc(S(=O)(=O)N2CCCCC2)c1)C1CCCN1S(=O)(=O)c1ccccc1F (centres undefined)	13	1	-0.1	-9.7	-0.3	4	-20	6
Cc1nn(C)c(C)c1CNC(=O)Nc1ccc2c(c1)OCO2	5	-1	0.0	-0.8	4.3	4	-4	-21
O=C(NCCCn1ccnc1)c1ccc(C(F)(F)F)cc1	-3	-5	0.2	1.4	0.1	-9	22	-9

Further results follow.
SMILES	DENV2 CPE	CASP6 VEID inh	Xi reactivation	F508del corr	E-selectin induc	RAD52 anneal inh	INS-1E GSIS act	RAD54 branch
CCOC(=O)c1[nH]c2ccccc2c1NC(=O)CC(C)C	4	1	0.0	0.0	0.8	0	.	26
CC(=O)Nc1ccc2nc(C3CC3)n(Cc3ccc(Cl)cc3)c(=O)c2c1	5	2	0.0	4.7	-0.8	-5	-11	.
Cc1cc(CN(C)C(=O)C2CCC(=O)N(CCc3cccc(F)c3)C2)on1 (centres undefined)	1	1	0.2	-0.7	.	-8	27	-6
Cc1noc(C)c1-c1ccc(C(=O)NCc2ccco2)c2occc12	?	3	-0.1	-2.0	-0.4	-33	.	-9
COc1ccc(-c2cc(NC(C)=O)c3ncc(-c4ccccc4)n3c2)cc1OC	-5	2	0.0	1.8	-0.3	-7	-19	-1
Cc1ccc(NC(=O)CN2CCN(C(=O)c3ccco3)CC2)cc1	2	-5	0.2	2.6	.	-14	3	13
CC(/C=N/NC(=O)c1ccncc1)=C\c1ccccc1	-6	-1	.	-1.3	.	11	4	0
O=S(=O)(Nc1nc2ccccc2nc1-[n+]1cccc(N=C([O-])c2ccc(Cl)cc2)c1)c1ccccc1	2	-1	0.2	-0.9	.	-61	.	.
Cc1cc(-c2nnc(CCC(=O)N(C)Cc3cccc4ccccc34)o2)no1	5	1	-0.1	-1.3	1.8	-78	10	-16
CC1(C)Cc2c(sc(N)c2C#N)C(C)(C)N1	-5	3	-0.2	3.8	0.2	8	2	.
C[C@@H]1CN([C@H](C)CO)C(=O)c2cc(NS(=O)(=O)c3ccc(F)cc3)ccc2O[C@@H]1CN(C)C(=O)Nc1cccc2ccccc12	2	-3	-0.1	-2.2	-0.3	-5	-22	4
Nc1nc(NC(=O)c2ccc(Cl)cc2)nn1-c1ccccc1	1	-2	-0.1	.	0.2	-3	8	.
COc1ccc(S(=O)(=O)N(C)C[C@@H]2Oc3ccc(NC(=O)Cn4cnnn4)cc3CC(=O)N([C@H](C)CO)C[C@@H]2C)cc1	-1	2	0.1	-0.4	-3.8	-13	-1	2
Cn1cc(C(=O)N/N=C/c2c(O)ccc3ccccc23)ccc1=O	-5	1	1.3	1.5	-0.2	-13	5	.
COc1cc(CC(=O)OCC(=O)NC2CCCCC2C)cc(OC)c1OC (centres undefined)	12	0	-0.2	0.4	.	-7	-7	-6
COc1ccccc1CN1[C@@H](CC(=O)O)c2cc(F)ccc2S1(=O)=O	1	0	0.0	1.5	-0.1	2	-2	4
Cc1ccc(CNS(=O)(=O)c2c(C)[nH]c(=O)[nH]c2=O)cc1	-2	-1	0.0	-2.6	.	-15	4	-3
O=C(CSc1nc2ccccc2c(=O)[nH]1)N1CCN(S(=O)(=O)c2ccccc2)CC1	1	-1	.	-1.5	.	-26	-1	-4
COc1ccc(S(=O)(=O)N(C)C[C@@H]2OCCCC[C@@H](C)Oc3ccc(NC(=O)C4CCCCC4)cc3C(=O)N([C@@H](C)CO)C[C@H]2C)cc1	-1	-1	-0.1	1.7	0.0	12	-10	-1
